Rat MKP-3 inhibitors: MKP-3 phosphatase inhibitors, primary screen, biochemical, rat enzyme, in vitro (AID 425). recombinant MKP-3 phosphatase activity, fluorescence; higher % means a stronger effect. one-dose inhibition, % at 20 µM; IC50 in µM for titrated hits. hit rate 0.17% among 110,000; in the data active = inhibition above about 50%;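 also: plate controls were vehicle for no effect and reference inhibitor for full effect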
Hsp70 inhibitors: Hsp70 inhibitors, probe displacement, primary screen, biochemical, fluorescence polarization (AID 583). Heat shock 70 kDa protein 1A (Homo sapiens). Hsp70 fluorescence polarization probe displacement, mP; higher % means a stronger effect. displacement, % at 20 µM; hits with a dose series show IC50 in µM. hit rate 0.06% among 140,000; in the data active = displacement above about 50%;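 also: plate controls were vehicle for no effect and reference ligand for full effect; a part of the inactive calls stands beside numbers as strong as those of hits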
* marks the source's active call; other numbers are inactive results; · = no result given; & = joins results of further samples. This is a subset; count on the stated rates, not on these rows.

Compound,Rat MKP-3 inhibitors,Hsp70 inhibitors
CCOc1ccc(/C=N/NC(=O)CN(c2ccc(C)cc2)S(=O)(=O)c2ccccc2)cc1,-2%,-2.2%
O=S(=O)(c1ccc2c(c1)OCCCO2)N1CCNCC1,1%,-2.3%
O=c1c(-c2nc3ccccc3s2)c(C(F)(F)F)oc2cc(O)ccc12,0%,-3.7%
O=C(Cc1ccc([N+](=O)[O-])cc1)N/N=C/c1ccncc1,0%,0.4%
N#CC(c1nc2ccccc2nc1N1CCCC1)S(=O)(=O)c1cccs1 (stereo not given),-6%,28%
Cc1cccc(/C=N/NC(=O)c2cccc(F)c2)c1O,1%,-5.7%
CNC(=O)C(=O)Nc1ccc(C)c(C)c1,-1%,-6.3%
CCCc1[nH]n(-c2nc3ccccc3s2)c(=O)c1C=NCCCO,1%,-2.7%
CCC(=O)Nc1nc2c(OC)ccc(OC)c2s1,-10%,3.4%
CC1=NCCN1S(=O)(=O)c1ccc(Br)c(C)c1,-4%,-1.3%
CCOC(=O)c1cc(-c2ccc(N)cc2)sc1N,-1%,-2.8%
Cc1ccc2nc(/C(C#N)=C/c3cn[nH]c3-c3ccc(F)cc3)[nH]c2c1,·,3.6%
CC(NS(C)(=O)=O)C(c1cccs1)N1CCN(c2ccccc2)CC1 (stereo not given),·,4.4%
CC1(C)CC(=O)C(C=NCCN2CCN(C(=O)c3ccc(Br)cc3)CC2)=C(O)C1,·,1.7%
Cc1sc(NC(=O)c2cc(Cl)ccc2Cl)c(C#N)c1C,1%,6.4%
Cc1ccc(NC(=O)c2cccc3c(Br)cccc23)c([N+](=O)[O-])c1,4%,0.1%
O=C1CC(N2CCN(c3ccccn3)CC2)C(=O)N1c1cc(Cl)cc(Cl)c1 (stereo not given),0%,0.1%
CC(C)(C)c1ccc(-c2nnc(NC(=O)Nc3ccccc3)s2)cc1,0%,13%
Cc1cc(C)nc(Sc2c(F)c(F)c(C(F)(F)F)c(F)c2F)n1,-12%,5.9%
C=C(C)Cn1c(N2CCC(Cc3ccccc3)CC2)nc2c1c(=O)[nH]c(=O)n2C,·,-0.2%

Some of the entries above in another layout:
Structure: CCC(=O)Nc1nc2c(OC)ccc(OC)c2s1
  Rat MKP-3 inhibitors = -10%; Hsp70 inhibitors = 3.4%
Structure: O=S(=O)(c1ccc2c(c1)OCCCO2)N1CCNCC1
  Rat MKP-3 inhibitors = 1%; Hsp70 inhibitors = -2.3%
Structure: CC(C)(C)c1ccc(-c2nnc(NC(=O)Nc3ccccc3)s2)cc1
  Rat MKP-3 inhibitors = 0%; Hsp70 inhibitors = 13%
Structure: O=c1c(-c2nc3ccccc3s2)c(C(F)(F)F)oc2cc(O)ccc12
  Rat MKP-3 inhibitors = 0%; Hsp70 inhibitors = -3.7%

Carrying on.
Compound,Rat MKP-3 inhibitors,Hsp70 inhibitors
COC(=O)c1c(NC(=O)C2C3CCC(C3)C2C(=O)O)sc2c1CCCCC2 (stereo not given),4%,4.6%
CCCOP(=O)(OCCC)C1(Nc2ccc(C)cc2)CCCCC1,·,1.1%
COc1ccc(N2CC(C(=O)Nc3ccc4c(c3)OCO4)CC2=O)cc1 (stereo not given),-2%,0.0%
COc1cccc(N2CCN(CC(=O)c3c(C)[nH]c4ccccc34)CC2)c1,·,-2.5%
O=S(=O)(NCCc1ccccc1)c1cccs1,1%,-2.2%
C=CCN=C1SCC(=O)N1S(=O)(=O)c1ccccc1,-18%,-3.1%
O=C(O)CCn1c2c(c3ccccc31)CCCC2,2%,8.6%&28%
CCOC(=O)C1=C(C)N(c2nonc2NC(C)=O)C(N)=C(C#N)C1c1ccccc1F (stereo not given),2%,-2.9%
Oc1ccc(Cl)cc1CNCC1CCCO1 (stereo not given),0%,-0.5%
Cc1ccc(-n2c(CNc3ccc(F)cc3)nnc2SCC(=O)N2CCCC2)cc1,-6%,2.6%
Cc1cccc(C2OC3(C(=O)c4ccccc4C3=O)C(c3ccc(Br)cc3)C23C(=O)c2ccccc2C3=O)c1 (stereo not given),3%,-2.7%
COC(=O)COc1ccc(=O)n(-c2ccccc2)n1,·,-1.4%
O=C(COc1ccccc1[N+](=O)[O-])N/N=C/c1ccc(OC(=O)c2cccc(F)c2)cc1,2%,-2.2%
CCOC(=O)C1CN(S(=O)(=O)c2ccc(C)cc2)CCN1S(=O)(=O)c1ccc(C)cc1 (stereo not given),3%,-0.1%
CCN(CC(=O)NCc1cccs1)C(=O)c1cc(S(=O)(=O)N2CCOCC2)ccc1C,-11%,-2.1%
CCCOc1ccc(N2CC(C(=O)Nc3ccccn3)CC2=O)cc1 (stereo not given),1%,5.1%
COc1cc(C(=O)NC(NC(=S)Nc2cccc3ccccc23)C(Cl)(Cl)Cl)cc(OC)c1OC (stereo not given),5%,-0.4%
CC(C)CNC(=O)C1CC(=O)N(c2ccc(Cl)cc2)C1 (stereo not given),-2%,1.1%
C/C(=N\NS(=O)(=O)c1ccc(C)cc1)c1ccc(C)s1,·,-2.9%
CCOC(=O)C1CCCN(C(=O)c2cn(CC)c3ccc(S(=O)(=O)N(C)C)cc3c2=O)C1 (stereo not given),4%,-0.8%

Remaining list, next part
Compound,Rat MKP-3 inhibitors,Hsp70 inhibitors
CC(C)(C)c1ccc(S(=O)(=O)N=C2C=CC(=O)C=C2)cc1,3%,3.9%
CCn1cc(C(=O)NCc2ccccc2)c(=O)c2cc(F)c(N3CCN(C(=O)c4ccco4)CC3)cc21,·,-0.2%
N#Cc1cc2c(nc1SCc1cccnc1)CCC2,-6%,0.2%
Cc1cnc(NC(=O)CSc2nnc(-c3ccc(Cl)cc3Cl)n2N)s1,-3%,-4.6%
COC(=O)CN(c1ccccc1Br)S(C)(=O)=O,-2%,3.8%
NC(=O)c1cnn(Cc2ccc(Cl)cc2)c1N,-2%,5.2%
CC(=O)NCCSCCNC(C)=O,-7%,-2.5%
NC(=O)C1CC=CCC1C(=O)OCC(Cl)=C(Cl)Cl (stereo not given),-14%,-0.7%
O=C(COc1ccccc1)Nc1ccncc1,0%,-4.0%
COc1ccc(NC(=O)CSc2nnnn2-c2ccccc2)c([N+](=O)[O-])c1,0%,-2.1%
O=C1C2ON(c3ccccc3)C(c3ccccn3)C2C(=O)N1c1ccc(Br)cc1 (stereo not given),-8%&1%,1.7%&-4.4%
CCC(=O)N(Cc1cccs1)C1CCOC(C)(C)C1 (stereo not given),-5%,0.4%
Cn1c(SCC(=O)c2ccccc2)nc2cccnc21,-4%,1.2%
CNC(=O)c1cc2ccccc2o1,-8%,-3.1%
COC(=O)c1ccc(CN2C(=O)NC3(CCCCC3C)C2=O)o1 (stereo not given),-10%,2.8%
CSc1oc(-c2ccc(F)cc2)nc1S(=O)(=O)c1ccc(F)cc1,-5%,2.1%
O=c1c(N=Nc2ccc(F)cc2)c(-c2ccccc2)[nH]n1-c1nc(-c2ccccc2)cs1,4%,2.1%
COc1ccc(-n2c(SCC(=O)Nc3ccc4c(c3)OCO4)nnc2C(C)N2CCCCC2)cc1 (stereo not given),-8%,-2.0%
O=C1C2C3CCC(O3)C2C(=O)N1c1ccccn1 (stereo not given),3%,4.1%
CCOC(=O)c1ccc(NC(=O)C(=O)NCCc2ccc(OC)c(OC)c2)cc1,0%,-6.8%

Pulled by compound from the list above, 2 records:
Compound,Rat MKP-3 inhibitors,Hsp70 inhibitors
NC(=O)C1CC=CCC1C(=O)OCC(Cl)=C(Cl)Cl (stereo not given),-14%,-0.7%
O=c1c(N=Nc2ccc(F)cc2)c(-c2ccccc2)[nH]n1-c1nc(-c2ccccc2)cs1,4%,2.1%

(cont.)
Compound,Rat MKP-3 inhibitors,Hsp70 inhibitors
O=C(Nc1ccc(F)cc1)c1cccnc1N1CCCCC1,·,6.4%
Cn1ncc(Cl)c1C(=O)N(C(=O)c1c(Cl)cnn1C)c1ncccn1,-2%,-4.4%
c1ccc(OCc2nn3c(-c4ccco4)nnc3s2)cc1,7%,1.1%
CCOc1ccccc1N1CCN(C(=O)c2cc(Cl)ccc2[N+](=O)[O-])CC1,-1%,0.1%
O=C(NCCC1=CCCCC1)c1cc2c(s1)CS(=O)(=O)C2,-10%,2.6%
Cc1ccc2c(c1)N(CC(=O)NCc1cccnc1)C(=O)CO2,·,3.1%
COc1ccc(-c2cc3nc[nH]c(=O)c3s2)cc1,0%,-0.2%&4.9%
O=C(CCN1C(=O)c2cccc3cccc(c23)C1=O)NCc1ccco1,3%,2.6%
CC1CCN(C(=O)c2cc3ccccc3o2)CC1,-6%,-6.2%
Cn1c(=O)[nH]c(=O)c2c1nc(N1CCOCC1)n2CC(O)COc1ccccc1 (stereo not given),3%,-0.5%
CCCCN(Cc1ccccc1)C(=O)C1CCCN(S(=O)(=O)c2cnc[nH]2)C1 (stereo not given),-5%,-2.8%
COCCCNc1oc(COc2ccc(Cl)cc2Cl)nc1C#N,0%,-5.4%
COc1cc(OC)cc(C(=O)N2CCN(C(c3ccccc3)c3ccccc3)CC2)c1,0%,2.1%
CCN(CC)S(=O)(=O)c1cccc(C(=O)NC(C(=O)Nc2nnc(C)s2)C(C)C)c1 (stereo not given),·,1.5%
O=S(=O)(NCC1CCCO1)c1cc(Br)c(Br)s1 (stereo not given),·,-1.8%
CNC(=S)N(C)/N=C/C(=O)c1ccccc1,0%,9.5%
N#CCCN(Cc1cccnc1)S(=O)(=O)c1ccc(S(=O)(=O)N2CCCCCC2)cc1,-11%,3.0%
O=C(CC(NCCN1CCOCC1)C(=O)O)Nc1cccc(Cl)c1 (stereo not given),4%,-2.1%
CCOC(=O)c1c(NC(=O)C2C3CCC(C3)C2C(=O)O)sc(C)c1C (stereo not given),0%,0.6%
CC(Oc1ccccc1)C(=O)Nc1ccccc1O (stereo not given),·,2.7%

Carrying on.
Compound,Rat MKP-3 inhibitors,Hsp70 inhibitors
O=C(Nc1ccc2c(c1)OCO2)C1CCCN1C(=O)NCc1ccccc1 (stereo not given),-17%,4.5%
O=C(CSc1ncn(-c2ccccc2)n1)Nc1ccc2c(c1)OCO2,-18%,1.7%
CC1CCC2(CC1)NC(=S)c1c(sc3c1CCC(C)C3)N2 (stereo not given),6%,-2.2%
COCCCN1C(=O)c2ccc(C(=O)Nc3ccccc3OC)cc2C1=O,·,-3.7%
CSc1nc(-c2ccccc2)nn1S(=O)(=O)c1ccccc1,·,-3.8%
COC(=O)CSc1nc(N2CCOCC2)c2c(c1C#N)CC(C)(C)N(C)C2,-12%,13%
CCC(C)N=CC1=C(O)CC(c2ccccc2)CC1=O (stereo not given),·,-4.9%
S=C(c1ccccc1)N1CCN(c2cccc(Cl)c2)CC1,4%,-4.3%
COc1ccc(C(=O)NCCSc2ccc(C)cc2)cc1OC,1%,-3.3%
CC(NC(=O)Cc1cccs1)c1ccncc1 (stereo not given),-7%,-2.1%
O=C(Cn1c(=O)n(Cc2ccco2)c(=O)c2c3c(sc21)CCCC3)Nc1ccccc1,-11%,-5.5%
CC(C)(C)c1ccc(C(=O)Oc2ccc(/C=N/O)cc2)cc1,0%,0.0%
Cc1ccc2c(c1)NC(=O)C(CC(=O)NCCCN1CCCCC1)O2 (stereo not given),1%,-2.6%
O=C(O)C1C2C=CC(C2)C1C(=O)N1CCN(CCO)CC1 (stereo not given),0%,1.8%
Cc1cccc(N2CCN(C(=O)c3cccc(N4C(=O)C5CC=CC(C)C5C4=O)c3)CC2)c1C (stereo not given),·,-7.1%
CCc1ccc(N2C(=O)/C(=C/c3ccc(O)c(Cl)c3)C(=O)NC2=S)cc1,-2%,2.6%
COC(=O)COc1cccc(NC(=O)COc2ccccc2)c1,2%,3.0%
Cc1cc(C)c2nc3s/c(=C\c4ccc(-c5cc(C)c(C)cc5[N+](=O)[O-])o4)c(=O)n3c2c1,2%,3.3%
CCN(CC)CCN1C(=O)C(O)=C(C(=O)/C=C/c2ccccc2)C1c1ccccc1[N+](=O)[O-] (stereo not given),5%,4.8%
CCOC(=O)C1CCCCN1Cc1cccc(C(F)(F)F)c1 (stereo not given),·,0.7%

Next part.
Compound,Rat MKP-3 inhibitors,Hsp70 inhibitors
Cc1cccc(-c2csc(N)c2C(=O)OC(C)C)c1,·,0.4%
CN1CCN(C(=O)c2ccc(S(=O)(=O)N3CCOCC3)cc2)CC1,-2%,-5.8%
C=CCN1C(=O)CS/C1=N\N=C\c1cccc([N+](=O)[O-])c1,0%,-0.6%
Cc1ccccc1-n1nc(C)c2cc(C(=O)NC3CC3)sc21,·,-2.5%
Cc1sc(NC(=O)c2ccc3c(c2)OCO3)c(C(N)=O)c1C,0%,-3.5%
COc1ccc(CN2C(=O)CN(C3CCCCCC3)C(=O)C2c2ccc(OC)c(OC)c2)cc1 (stereo not given),-10%,0.3%
O=C1N=c2ccccc2=C1c1c(O)n(-c2ccccc2)[nH]c1=O,5%,2.0%

Taken from above:
Rat MKP-3 inhibitors, `Cc1sc(NC(=O)c2ccc3c(c2)OCO3)c(C(N)=O)c1C` reads 0%
Hsp70 inhibitors, `C=CCN1C(=O)CS/C1=N\N=C\c1cccc([N+](=O)[O-])c1` reads -0.6%
Rat MKP-3 inhibitors, `O=C1N=c2ccccc2=C1c1c(O)n(-c2ccccc2)[nH]c1=O` reads 5%
Hsp70 inhibitors, `Cc1cccc(-c2csc(N)c2C(=O)OC(C)C)c1` reads 0.4%
Rat MKP-3 inhibitors, `CN1CCN(C(=O)c2ccc(S(=O)(=O)N3CCOCC3)cc2)CC1` reads -2%
